# Bioassay records from PubChem BioAssay.
# AmpC inh det – AmpC beta-lactamase inhibition, detergent assay. P00811. purified AmpC, nitrocefin hydrolysis with detergent. Potency, µM (series often up to 28.7 µM), for the others: at the top dose activity change, negative = inhibition. 0.09% of 71,000 active. AID 584; active = well fitted curve in the direction sought with a large enough effect
# Target sequence (P00811 whole entry, looked up): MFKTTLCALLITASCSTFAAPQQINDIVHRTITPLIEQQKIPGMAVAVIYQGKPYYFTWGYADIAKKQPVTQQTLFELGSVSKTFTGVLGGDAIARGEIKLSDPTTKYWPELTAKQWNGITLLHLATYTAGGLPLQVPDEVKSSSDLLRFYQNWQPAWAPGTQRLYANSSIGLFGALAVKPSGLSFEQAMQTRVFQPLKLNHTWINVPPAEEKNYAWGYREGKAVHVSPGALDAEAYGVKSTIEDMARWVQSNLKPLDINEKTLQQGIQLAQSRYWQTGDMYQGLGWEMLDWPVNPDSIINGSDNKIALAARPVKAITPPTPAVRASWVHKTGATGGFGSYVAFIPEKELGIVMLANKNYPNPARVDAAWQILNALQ
#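 E. coli AmpC (5.3 nM) in 20 mM phosphate pH 7.0 with 0.01% Triton X-100, preincubated 15 min RT with compound; nitrocefin (2 uL of 800 uM stock) hydrolysis followed by 480 nm absorbance every 20 s over 4 min.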
# Starred values were filed as active, the others as inactive; & = joins results of further samples; [ ] = another dose, or the depositor's remark. % is set by controls: 0 for no effect and ±100 for the full control effect; potency is the fitted concentration of half-maximal effect. An excerpt; the hit share may differ from the screen's.
SMILES,AmpC inh det
O=C1CC(c2nc3ccccc3[nH]2)CN1c1cccc(C(F)(F)F)c1 (centres undefined),8.8%
O=C(/C=C\Nc1ccccn1)c1ccc(Cl)cc1,6.4%
CCCCNC(=O)c1ccc(NC(=O)C2CCCO2)cc1 (centres undefined),-4.4%
O=C(CSc1nnc(Cn2c(=O)sc3ccccc32)n1CCc1ccccc1)N1CCOCC1,-2.2%
CCN(CC)S(=O)(=O)c1ccc(C(=O)OCCN2C(=O)CCC2=O)cc1,11.1%
COc1ccccc1-c1c(C)oc2c(CN3CCN(CCO)CC3)c(O)ccc2c1=O,-1.9%
Cc1ccc(C)c(NC(=O)C2CCC(C)(C(=O)O)C2(C)C)c1 (centres undefined),-2.6%
CCOC(=O)Nc1cc(C(=O)OC)cc(C(=O)OC)c1,-0.3%
CCc1ccc(N(CC(=O)NC2CCCC2)S(=O)(=O)c2c(C)noc2C)cc1,15.1%
Oc1ccccc1N=Cc1ccc[nH]1,-5.1%
CCOC(=O)c1ccc(NC(=O)CCNS(=O)(=O)c2ccc3c(c2)oc(=O)n3C)cc1,-3.0%
C=CCn1c(SCC(=O)NC(=O)NCC(C)C)nnc1C1CCCCC1,-2.9%
CC(=O)O[C@H]1C[C@H]2CC[C@@H]3[C@H]4C[C@@H]([N+]5(C)CCCCC5)[C@@H](OC(C)=O)[C@]4(C)CC[C@@H]3[C@@]2(C)C[C@@H]1[N+]1(C)CCCCC1,-2.6%
Cc1cccc(-n2c(N)cc(=O)nc2SCC(=O)Nc2cc(C)on2)c1,0.5%
CCC(C)(C)n1nnnc1C(c1cc2ccc(OC)cc2[nH]c1=O)N1CCN(C2CCCCC2)CC1 (centres undefined),10.5%
CCOc1ccc(CNc2ccc(N3CCCC3)cc2)cc1,-0.1%
CC(=O)NC(CCS(C)(=O)=O)C(=O)Nc1cc(C)ccc1C (centres undefined),11.9%
N#Cc1ccccc1NC(=O)c1ccccc1OCC(=O)Nc1ccc2c(c1)oc1ccccc12,-1.7%
COCCn1c(SCC(=O)c2ccc(Cl)cc2)nnc1C(C)C,-1.6%
COc1cc(-c2ccc(N=C=O)c(OC)c2)ccc1N=C=O,11.1%
CC1(C)NC(=O)N(c2ccc([N+](=O)[O-])c(C(F)(F)F)c2)C1=O,-2.0%
Cn1c(Cn2nnc3ccccc32)nnc1SCC(N)=O,2.5%
CCOC(=O)N1CCN(C(=O)c2ccc(CS(=O)(=O)c3ccccc3OC)o2)CC1,0.0%
Cc1cc(C(=O)CSc2nnc(N)s2)c(C)n1CCc1ccc(F)cc1,0.3%
COc1cccc(-c2cc(NCc3ccc(OC)cc3OC)ncn2)c1,-0.5%
C=CCn1c(SCCC(=O)O)nnc1-c1cccs1,-6.9%
N[C@@H](CP(=O)(O)O)C(=O)O,-5.2%[5.75 µM]
CC(=O)Nc1cc(C(=O)N2CCC3(CC2)OCCO3)ccc1S(=O)(=O)c1ccc(C)cc1,-3.3%
COc1cccc(N2CCN(Cc3cccnc3)CC2)c1,5.3%
COCCNC(=O)c1ccc(Cl)c(Cl)c1,-5.0%
CC(C)Oc1ccc(C(=O)N(Cc2ccco2)C2CCS(=O)(=O)C2)cc1 (centres undefined),-1.0%
CC(C)C(CO)NC(=O)CC(=O)NC(CO)C(C)C (centres undefined),0.2%
CCOC(=O)c1[nH]c(C)c(CN(Cc2ccco2)C(=O)C(F)(F)F)c1C,-4.2%
CNCCC=C1c2ccccc2CCc2ccccc21,-7.4%[5.75 µM]
O=C(CN(CCO)c1ccccc1)NC12CC3CC(CC(C3)C1)C2,8.5%
COc1ccc(N2CCN(C(CNS(=O)(=O)c3cccs3)c3cccnc3)CC2)cc1 (centres undefined),-4.2%
CC(=O)N(c1ccc(N(C(C)=O)S(=O)(=O)c2cccs2)cc1)S(=O)(=O)c1cccs1,-4.8%
COc1ccc(Cl)cc1S(=O)(=O)Nc1cccc(C(=O)O)c1,6.8%
Cc1ccc(-c2nnn(CC(=O)N(CC(=O)NCC3CCCO3)c3ccccc3)n2)o1 (centres undefined),-2.2%
CC(C)[C@@]1(NC(=O)[C@@H]2C[C@H]3c4cccc5[nH]cc(c45)C[C@@H]3N(C)C2)O[C@]2(O)[C@H]3CCCN3C(=O)CN2C1=O,-0.5%[12.8 µM]

# Some of the entries above in another layout.
> O=C(CN(CCO)c1ccccc1)NC12CC3CC(CC(C3)C1)C2
  AmpC inh det: 8.5%

> C=CCn1c(SCCC(=O)O)nnc1-c1cccs1
  AmpC inh det: -6.9%

> COc1cccc(N2CCN(Cc3cccnc3)CC2)c1
  AmpC inh det: 5.3%

> N[C@@H](CP(=O)(O)O)C(=O)O
  AmpC inh det: -5.2%[5.75 µM]

# Shown tab-delimited: three of the compounds above
compound	AmpC inh det
Cn1c(Cn2nnc3ccccc32)nnc1SCC(N)=O	2.5%
CCOC(=O)N1CCN(C(=O)c2ccc(CS(=O)(=O)c3ccccc3OC)o2)CC1	0.0%
Cc1cc(C(=O)CSc2nnc(N)s2)c(C)n1CCc1ccc(F)cc1	0.3%

# Further records
SMILES,AmpC inh det
COc1ccc(CCNC(=O)CNCC2CCCO2)cc1OC (centres undefined),2.4%
Cc1cc(C)c2[nH]c(=O)c(C(c3nnnn3CC3CCCO3)N3CCCC(C)C3)cc2c1 (centres undefined),8.9%
CCOC(=O)C1CCN(c2c(N3CCCC(C(=O)OCC)C3)c(=O)c2=O)CC1 (centres undefined),4.4%
O=C1c2ccccc2C(=O)N1Cc1nc2ccccc2c(=O)n1CCCN1CCOCC1,-7.4%
CS(=O)(=O)N(CC(=O)Nc1ccc2c(c1)OCCO2)Cc1ccccc1,-9.5%
O=C(Cn1cccc1)N1CCc2ccccc21,-1.0%
Cc1ccccc1-c1nc(N2CCNCC2)c2ccccc2n1,7.8%
Cc1ncoc1C(=O)Nc1ccccc1C(N)=O,0.4%
CC1(C)COC(Nc2ccc(Cl)cc2)=N1,-5.1%
CCCc1nnc(NC(=O)CSc2ncn[nH]2)s1,8.5%
c1csc(-c2nn3c(-c4ccncc4)nnc3s2)c1,-11.9%
CC(C)(C)NC(=O)C1CC(=O)OC12CCCCC2 (centres undefined),-6.8%
CC(NC(=O)C1CCCCC1)c1ccc2c(c1)OCCO2 (centres undefined),-5.8%
COc1ccc(CCNS(=O)(=O)c2cccs2)cc1,5.4%
O=C(CC1C(=O)NCCN1C(=O)c1ccc(F)cc1)OCc1ccccc1 (centres undefined),-1.5%
COc1ccc(CNC(=O)CN2CCC(C(=O)c3ccc(OC)cc3)CC2)cc1,-1.5%
CC(=C1C(=O)c2ccccc2C1=O)N1CCN(c2ccccn2)CC1,-3.3%
O=C1CC(c2cccc(Cl)c2)CC(O)=C1C=NCCCO (centres undefined),1.1%
Cn1c(=NC(=O)CSCC(=O)N2CCOCC2)sc2ccccc21,-4.9%
COC(=O)c1c(C#N)c(N)nc2c1CCCC2,-6.2%
CC(C)CCOCC(=O)Oc1ccccc1C(=O)O,6.4%
CCOc1cc(-c2ccc3c(c2)OCO3)cc(=O)c2c(C)oc(C)c12,7.5%
O=c1c(-c2ccc(Cl)cc2)nc2cnc(N3CCNCC3)nc2n1Cc1ccc(F)cc1,-1.9%
CC(=O)c1cccc(NC(=O)C2CC(=O)N(c3cccc(C)c3C)C2)c1 (centres undefined),6.1%
O=C1NC(=O)[C@@H]2C3c4ccccc4C=CN3[C@H](C(=O)c3cccs3)[C@H]12 (some centres undefined),-4.7%
CCOc1ccccc1-c1nc(SCC(=O)O)n[nH]1,-4.4%
c1ccc(COc2cccc(CNn3cnnc3)c2)cc1,-2.9%
O=S(=O)(c1ccc2oc3ccc(S(=O)(=O)N4CCCC4)cc3c2c1)N1CCCC1,0.4%
COc1ccc(N(CC(=O)NC2CCCCC2)C(=O)CCCC(=O)Nc2ccccn2)c(OC)c1,6.0%
CCn1c(=N)n(CC(=O)OC)c2ccccc21,-3.3%
O=S(=O)(c1ccc2c(c1)nc1n2CCC1)N1CCOCC1,-3.3%
C(=N\C(/N=C/c1ccco1)c1ccco1)/c1ccco1,-1.8%
CCc1nnc(NC(=O)C2CC(=O)N(CCc3ccccc3)C2)s1 (centres undefined),-2.6%
O=C(O)c1cccnc1C(=O)O,-0.1%&-0.1%
Cc1cc(NC(=O)CN2C(=O)CC(c3ccco3)Sc3ccccc32)no1 (centres undefined),13.5%
CC1CCN(S(=O)(=O)c2ccc(S(=O)(=O)NCC(=O)C(C)(C)C)cc2)CC1,-3.1%
Cc1ccc(Nc2cc(-n3nc(C)cc3C)ncn2)cc1,0.6%
CC(C)(C)c1cc(C#N)cc(Br)c1OP(=O)(Oc1c(Br)cc(C#N)cc1C(C)(C)C)c1ccccc1,-2.5%[5.75 µM]
N#Cc1ccccc1S(=O)(=O)N1CCN(c2ccc(S(=O)(=O)N3CCOCC3)cn2)CC1,-0.6%
COc1ccc(S(=O)(=O)NCC(=O)N(CC(=O)NCC2CCCO2)c2ccccc2C)cc1 (centres undefined),0.3%
NCCCCNS(=O)(=O)c1cccc2c(Cl)cccc12,-0.7%
CNC(=O)[C@H]1O[C@H](n2cnc3c(NCc4cccc(I)c4)nc(Cl)nc32)[C@@H](O)[C@@H]1O,-4.6%
CCOc1ccc(S(=O)(=O)Nc2cccc(C(=O)N3CCN(c4ccc(OC)cc4)CC3)c2)cc1,5.6%
C=CCn1c(-c2ccc(OC)cc2)nc2ccccc21,-2.3%
Cc1oc(-c2cccc(Cl)c2)nc1CN1CCC(C(=O)NCc2cccnc2)CC1,-2.5%
FC(F)(F)c1cc(-c2ccc3c(c2)OCO3)nc(NCc2ccco2)n1,20.4%
CCOc1ccc(C2C(C(=O)c3ccco3)=C(O)C(=O)N2CCCn2ccnc2)cc1 (centres undefined),-1.7%
COc1ccc(OC)c(S(=O)(=O)Nc2ccc(C(N)=O)cc2)c1,-6.6%
Cc1ccc(S(=O)(=O)NCCSc2nnnn2C)cc1,-0.5%
CCC(C)c1ccc(NC(=O)C2CCCN(c3ncccn3)C2)cc1 (centres undefined),5.5%
c1ccc(OCCCc2nc(-c3cccnc3)no2)cc1,-1.4%
Fc1ccc(Nc2ccnc(-c3ccoc3)n2)cc1,9.5%
O=C(Nc1ccccc1O)c1ccccc1O,8.9%
COc1cc(C(=O)Nc2cccc3ncccc23)cc(OC)c1OC,-4.1%
Cc1ccc(NCc2nnc(SCC(=O)Nc3ccccc3)n2CC2CCCO2)c(C)c1 (centres undefined),-2.8%
Cc1cc(NC(=O)c2cccc(F)c2)ncc1NC(=O)c1ccco1,0.4%
NCCC[C@@H](CC(=O)N[C@@H]1CCCC[C@H]1C(=O)N[C@H](CC(=O)N[C@@H](CCC(=O)O)CC(=O)O)Cc1ccccc1)NC(=O)C[C@H](CO)NC(=O)[C@@H]1CNCC[C@H]1N,7.5%
CCn1c(SCC(=O)Nc2ccc(NC(C)=O)cc2)nnc1C1CC1,-4.1%
O=C1CC(c2ccc3c(c2)OCO3)C2=C(CCCC2=O)N1 (centres undefined),2.5%
O=C(CN(CC1CCCO1)C(=O)Cn1nnc(-c2ccc(F)cc2)n1)NC1CCCCC1 (centres undefined),5.0%

# Quoted from the listing:
# `CNC(=O)[C@H]1O[C@H](n2cnc3c(NCc4cccc(I)c4)nc(Cl)nc32)[C@@H](O)[C@@H]1O` @ AmpC inh det: -4.6%
# `C=CCn1c(-c2ccc(OC)cc2)nc2ccccc21` @ AmpC inh det: -2.3%
# `Fc1ccc(Nc2ccnc(-c3ccoc3)n2)cc1` @ AmpC inh det: 9.5%
# `FC(F)(F)c1cc(-c2ccc3c(c2)OCO3)nc(NCc2ccco2)n1` @ AmpC inh det: 20.4%
# `CCOc1ccc(C2C(C(=O)c3ccco3)=C(O)C(=O)N2CCCn2ccnc2)cc1` (centres undefined) @ AmpC inh det: -1.7%
# `CCOc1ccc(S(=O)(=O)Nc2cccc(C(=O)N3CCN(c4ccc(OC)cc4)CC3)c2)cc1` @ AmpC inh det: 5.6%

# The results go on.
SMILES,AmpC inh det
COc1ccc(Br)cc1S(=O)(=O)N1CCN=C1C,10.3%
O=C(Cn1cc2c(n1)CCCC2)NC1CCN(Cc2ccccc2)CC1,5.0%
CCn1cc(C(=O)NCCCN2CCC(C)CC2)c2cc(OC)c(OC)cc2c1=O,14.4%
Nc1nc(-c2cccnc2)nc(N2CCCCC2)n1,-2.1%
CCCS(=O)(=O)N1CCC(C(=O)NCCc2ccc(C)cc2)CC1,-2.9%
COc1cc(C(=O)Nc2oc(-c3ccccc3)c(-c3ccccc3)c2C#N)cc(OC)c1OC,-1.0%
CCOC(=O)CCSc1nc(C)c2ccccc2n1,0.7%
Cc1c[nH]c2cccc(OCC(O)CNC(C)(C)C)c12 (centres undefined),-2.6%
CCC(C)(C)n1nnnc1C(c1cc2ccc(OC)cc2[nH]c1=O)N1CCc2ccccc2C1 (centres undefined),-1.2%
O=C(O)c1cc2ccccc2oc1=O,12.2%
C#CCOc1ccc2c(C)cc(=O)oc2c1,-3.5%
O=C(NCc1ccco1)C1(S(=O)(=O)c2ccc(Cl)cc2)CC1,-2.9%
Cc1sc2nc(-c3cccs3)nc(N3CCCN(C)CC3)c2c1C,-4.2%
CCOC(=O)c1cc2oc(C(c3nnnn3C3CCCCC3)N3CCOCC3)cc2[nH]1 (centres undefined),12.7%
CCn1c(=O)c2cc(S(=O)(=O)NC3CCCCC3)ccc2n(CC)c1=O,-4.5%
O=C(O)c1ccc2c(c1)N(Cc1ccccc1F)C(=O)c1ccccc1S2=O (centres undefined),9.0%
COc1ccccc1CNC(=O)C(C)NS(=O)(=O)c1ccccc1 (centres undefined),-1.9%
O=C(C1CCN(S(=O)(=O)c2ccc(F)cc2)CC1)N1CC=C(c2ccccc2)CC1,0.2%
Cc1cccc(C)c1NC(=O)CC(NCc1ccco1)C(=O)O (centres undefined),-2.7%
Oc1c(Cl)cc(CN(Cc2cc(Cl)c(O)c(Cl)c2)C2CCCCC2)cc1Cl,-1.7%[5.75 µM]
CCCSc1nnc2nc(C)cc(C)n12,12.2%
COCCCNC(=O)c1c(-c2ccccc2)noc1C,-1.7%
COc1ccc(S(=O)(=O)Nc2c(C(=O)O)[nH]c3ccccc23)c(OC)c1,-4.0%
Cc1cc(C)cc(C(=O)N(C)[C@H](Cc2ccc(-c3ccccc3)cc2)C(=O)N[C@@H](Cc2c[nH]c3ccccc23)C(=O)O)c1,-4.3%
